# Assay outcomes from PubChem BioAssay.
# eIF4E 4G PPI – blocks eIF4E binding to eIF4G; P63073+Q04637; TR-FRET eIF4E-eIF4GI(517-606) binding, 2 h; inhibition, % at 21.7 µM; 220,000 tested, 0.37% active;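 active = inhibition above about 30%, limit read from the data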;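 note: 0% = full FRET control wells and 100% = background wells lacking eIF4GI fragment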
# Tb hexokinase – T. brucei hexokinase 1 inhibition. recombinant TbHK1, G6PDH-coupled NADH A340. 220,000 tested, 0.11% active. AID 1430. inhibition, % at 10 µM;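 active = inhibition of 50% or more in the single-dose primary screen; inactive = inhibition below 50%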
# 14-3-3 Bad inh – disrupts binding of bovine 14-3-3 zeta to phospho-Bad peptide; 220,000 tested, 0.71% active; AID 781; inhibition, % at 21.7 µM; P63103; TR-FRET 14-3-3zeta/Dy647-pBad peptide displacement, 1 h;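 active = inhibition above about 70%, limit read from the data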;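 note: 0% = full 14-3-3 plus peptide FRET controls and 100% = background without 14-3-3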
# Hck-Nef inh – inhibitors of human Hck kinase activated by Nef. P08631. Recombinant Hck-YEEI plus Nef, Z-Lyte FRET kinase assay. inhibition, % at 20 µM. 220,000 tested, 0.68% active;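 active = Hck-Nef kinase inhibition above about 50%, limit read from the data; inactive = inhibition below that limit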;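 note: 0% = DMSO with Hck plus Nef and 100% = Hck alone without Nef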
# Target sequence (P08631 whole entry, looked up): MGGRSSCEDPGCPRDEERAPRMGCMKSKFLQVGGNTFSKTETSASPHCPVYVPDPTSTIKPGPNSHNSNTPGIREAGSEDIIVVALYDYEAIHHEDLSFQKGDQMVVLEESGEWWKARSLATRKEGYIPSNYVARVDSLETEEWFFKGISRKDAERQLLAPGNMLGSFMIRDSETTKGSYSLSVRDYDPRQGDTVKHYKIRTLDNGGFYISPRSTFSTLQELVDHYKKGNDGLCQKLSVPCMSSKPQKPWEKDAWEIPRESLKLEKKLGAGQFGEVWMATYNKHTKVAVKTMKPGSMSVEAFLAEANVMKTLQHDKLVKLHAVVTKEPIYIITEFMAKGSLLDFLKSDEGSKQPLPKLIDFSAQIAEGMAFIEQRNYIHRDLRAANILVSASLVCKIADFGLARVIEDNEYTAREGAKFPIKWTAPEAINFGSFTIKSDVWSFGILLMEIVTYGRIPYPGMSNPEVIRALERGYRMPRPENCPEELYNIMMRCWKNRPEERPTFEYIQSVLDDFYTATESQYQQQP
# Rad51 HR inh – Rad51 (human) homologous recombination inhibition | hRad51 DNA strand exchange, fluorescence dequenching | inhibition, % at 10 µM | 200,000 tested, 0.085% active | Q06609;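 active = inhibition above 40% at the single screening dose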;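 note: 0% = DMSO control wells and 100% = blanks with heterologous ssDNA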
#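 material = hRad51 filaments on single-stranded DNA | timing = filaments 15 min 37 °C, then compound 30 min | signal = FRET fluorescence dequenching, excitation 485 nm, emission 520 nm | benchmarks = control wells and blank wells on each plate | evaluation = percent inhibition relative to plate controls and blanks | compound = 10 µM final, single point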
# EP2 modulator – modulators of human EP2 prostaglandin E2 receptor; EP2-expressing cells, cAMP HTRF FRET, PGE2 co-stimulation; induction, % at 25 µM; AID 940; 260,000 tested, 0.83% active; P43116;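 active = compounds whose cAMP rise, as percent of the full-agonist control response, exceeds 60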;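 note: rat C6 glioma line stably carrying human EP2 under a CMV promoter; the protocol text gives 20 µM as final concentration; 100% = response of wells given 1 µM PGE2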
# Target sequence (P43116 whole entry, looked up): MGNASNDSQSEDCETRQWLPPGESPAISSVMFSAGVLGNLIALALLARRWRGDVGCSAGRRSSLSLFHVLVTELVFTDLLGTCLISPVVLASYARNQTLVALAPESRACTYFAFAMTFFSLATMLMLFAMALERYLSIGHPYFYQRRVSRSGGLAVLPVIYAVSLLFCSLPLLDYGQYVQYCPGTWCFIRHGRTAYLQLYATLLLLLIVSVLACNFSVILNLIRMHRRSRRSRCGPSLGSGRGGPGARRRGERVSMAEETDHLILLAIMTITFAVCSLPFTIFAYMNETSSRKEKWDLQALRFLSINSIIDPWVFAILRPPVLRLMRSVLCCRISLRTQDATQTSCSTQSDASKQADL
# m-calpain inh – inhibitors of pig calpain II | AID 1236 | purified calpain II, fluorogenic peptide substrate, 30 min | inhibition, % at 16 µM | 220,000 tested, 0.37% active;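 active = inhibition above about 50%, limit read from the data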
# PGE2 EP2 inh – EP2 receptor (human) inhibition; 260,000 tested, 0.52% active; inhibition, % at 25 µM; C6 glioma cells expressing human EP2, cAMP TR-FRET; cells stimulated with saturating PGE2;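 active = percent inhibition above 40 after rounding to a whole number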;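 note: rat C6 glioma host cells with rolipram phosphodiesterase inhibitor present; the protocol text gives 20 µM as final concentration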
# L929 necroptosis – L929 zVAD cell death inhibition | L929 zVAD necroptosis rescue, ATP luminescence, 24 h; with zVAD 60 µM | viability rescue, % at 10 µM | 220,000 tested, 0.38% active | AID 1377;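 active = activation, scaled between plate controls, above about 75%, limit read from the data; inactive = activation under that limit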;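 note: 0% = zVAD with DMSO and 100% = DMSO alone without zVAD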
# The depositor's hits bear a star; i = inactive; · = no result given; [ ] = remark or other dose.
no.	Compound	eIF4E 4G PPI	Tb hexokinase	14-3-3 Bad inh	Hck-Nef inh	Rad51 HR inh	EP2 modulator	m-calpain inh	PGE2 EP2 inh	L929 necroptosis
1	CC(C)CSc1ncc(-c2cccc(C(F)(F)F)c2)cn1	1	2	-5	2	1	27	4	5	0.2
2	COc1ccc(C(=O)N2CCN(c3cccc(Cl)c3)CC2)c(OC)c1	4	4	-6	1	-3	-32	13	12	3.0
3	Cc1cccc(/C(N)=N/OC(=O)Cc2cccc3ccccc23)c1	-1	2	-3	-126	·	-30	0	1	-0.4
4	O=C(N/N=C/c1c[nH]c2ccc(Br)cc12)c1ccn(Cc2ccc(Cl)cc2Cl)n1	2	-16	-7	0	21	-36	-121	17	0.5
5	COc1ccc(Cc2nc(C(=O)NCc3ccccc3OC)cs2)cc1	4	8	14	1	8	35	11	12	0.5
6	COC(=O)c1ccc(-n2nnnc2SCC(=O)Nc2ccccc2OC)cc1	-5	9	13	-1	0	-62	-14	30	19
7	CCc1ccccc1NC(=O)N1CCc2ccccc21	4	-8	2	8	·	1	-2	4	1.1
8	Cc1nn(-c2ccc(F)cc2)c2nc(N)c(C#N)c(-c3cccs3)c12	-48[fluorescence artefact?]	0	-8[fluorescence artefact?]	-1	3	55	-215	13	0.0
9	COCCn1nnnc1C(c1ccc(OC)c(OC)c1)N1CCN(c2nc3ccccc3s2)CC1 (stereo not given)	·	-8	·	0	6	·	·	13	-0.5
10	O=C(N/N=C/c1cccc(Oc2ccccc2)c1)c1cccc(Br)c1	13	10	-11	1	3	-12	27	8	1.1
11	O=C(NCc1ccccn1)C(=O)NCc1ccccn1	7	8	-16	21	-15	14	-21	4	4.0
12	Cc1cc(C)c(C(=O)CSc2n[nH]c(=O)n2C2CC2)cc1C	-5	-2	-3	1	11	-49	-23	22	-0.3
13	Cc1cc(Nc2ccccc2)nn1C(=O)c1ccc(Br)cc1	5	-18	-2	0	2	-23	-81	16	1.6
14	Clc1ccc(-c2nnc(-c3ccco3)nc2N2CCCCC2)cc1	16	19	-14[fluorescence artefact?]	2	4	44	2	4	0.8
15	O=C1c2ccccc2C(O)(Cc2ccccc2)N1c1ccc2c(c1)OCO2 (stereo not given)	1[fluorescence artefact?]	-7	-5	1	7	20	-6	11	-0.7

# Down the list, from the results shown:
# L929 necroptosis for nos. 5–15, in order: 0.5, 19, 1.1, 0.0, -0.5, 1.1, 4.0, -0.3, 1.6, 0.8, -0.7
# 14-3-3 Bad inh for nos. 5–15, in order: 14, 13, 2, -8[fluorescence artefact?], ·, -11, -16, -3, -2, -14[fluorescence artefact?], -5
# Rad51 HR inh for nos. 5–15, in order: 8, 0, ·, 3, 6, 3, -15, 11, 2, 4, 7

# Quoted from the listing:
# Value of cpd 9 in Hck-Nef inh: 0
# Value of cpd 4 in PGE2 EP2 inh: 17
# Value of cpd 15 in PGE2 EP2 inh: 11
# Value of cpd 13 in Rad51 HR inh: 2
# Value of cpd 14 in Rad51 HR inh: 4
# Value of cpd 5 in Tb hexokinase: 8

# Record cards, from the list above.
# `Cc1cc(Nc2ccccc2)nn1C(=O)c1ccc(Br)cc1` as listed: eIF4E 4G PPI: 5; Tb hexokinase: -18; 14-3-3 Bad inh: -2; Hck-Nef inh: 0; Rad51 HR inh: 2; EP2 modulator: -23; m-calpain inh: -81; PGE2 EP2 inh: 16; L929 necroptosis: 1.6
# `COc1ccc(Cc2nc(C(=O)NCc3ccccc3OC)cs2)cc1` as listed: eIF4E 4G PPI: 4; Tb hexokinase: 8; 14-3-3 Bad inh: 14; Hck-Nef inh: 1; Rad51 HR inh: 8; EP2 modulator: 35; m-calpain inh: 11; PGE2 EP2 inh: 12; L929 necroptosis: 0.5

# (further entries)
no.	Compound	eIF4E 4G PPI	Tb hexokinase	14-3-3 Bad inh	Hck-Nef inh	Rad51 HR inh	EP2 modulator	m-calpain inh	PGE2 EP2 inh	L929 necroptosis
16	CCOC(=O)c1c(-c2ccccc2)csc1NC(=O)c1cc2ccccc2oc1=O	4	-6	3	0	-11	30	20	3	-0.5
17	CCc1nc2ccc(C(=O)Nc3cccc(C(C)=O)c3)cc2nc1CC	5[fluorescence artefact?]	-13	11	-1	-1	-8	-3	9	3.6
18	CCOC(=O)c1c(-c2ccc(Cl)cc2)cn2ccccc12	-9	3	-10	0	·	34	-215	13	-0.2
19	Cc1c([N+](=O)[O-])c(C(=O)N2CCCC2)nn1C	3[fluorescence artefact?]	-10	3	0	5	13	-60	6	0.7
20	CC(C)C(=O)Nc1c(-c2cccs2)c(=O)c2ccccc2n1C	8	-26	-3	2	2	9	-53	7	-0.3
21	CCN1CCCC1CN=Cc1c(O)n(-c2ccccc2)c(=O)c2ccccc12 (stereo not given)	-3	-21	0[fluorescence artefact?]	2	-35	10	-17	5	0.7
22	NC(=O)c1c(NC(=O)COC(=O)c2ccc(S(=O)(=O)Nc3ccccc3)cc2)sc2c1CCCC2	4	-8	-20	24	-8	-8	1	1	7.8
23	CC(=O)NS(=O)(=O)c1ccc(NC(=O)c2ccccn2)cc1	-4	2	12	27	-4	2	27	3	-0.1
24	O=CN1CCN(C(=O)Cc2ccc([N+](=O)[O-])cc2)CC1	11[fluorescence artefact?]	1	16	-2	-11	-1	8	3	1.8
25	CCOC(=O)C1CCN(C(=O)/C=C/c2ccccc2OC)CC1	-6	-13	-1	0	-5	6	-89	9	0.0
26	Cc1noc(C)c1CS(=O)(=O)c1ccc([N+](=O)[O-])cc1	10	-8	1	-2	·	25	-8	3	-1.0
27	Cc1cc(C)n(-c2nc3ccccc3n3nnnc23)n1	·	-18	·	-2	-2	·	·	11	1.1
28	COc1cc(/C=C/C(=O)O)cc2c1OCCO2	2	2	4	-1	5	-17	1	6	3.7
29	O=C(NCc1cccc(C(F)(F)F)c1)C1CC(c2ccc(C(F)(F)F)cc2)=NO1 (stereo not given)	-3	-9	-1	22	-6	17	17	15	0.1
30	Cc1ccc(/C=N/NC(=O)c2csc(C)c2)o1	0[fluorescence artefact?]	-56	1[fluorescence artefact?]	-7	-2	-11	9	11	-0.9

no.	Compound	eIF4E 4G PPI	Tb hexokinase	14-3-3 Bad inh	Hck-Nef inh	Rad51 HR inh	EP2 modulator	m-calpain inh	PGE2 EP2 inh	L929 necroptosis
31	O=C(CSc1nc2ccccc2n1CCc1ccccc1)NC1CC1	3	3	4	2	6	-6	-10	6	0.8
32	Cc1nonc1NC(=O)CSc1nnc(-c2ccoc2C)n1-c1cccc(Cl)c1	-2	-1	-6	10	3	23	-10	7	-0.5
33	CCc1cc2c(=O)c(-c3cnn(-c4ccccc4)c3)c(C)oc2c(CN2CCCCC2)c1O	-5	-24	-9	3	-2	8	i	9	-0.2
34	CCN(CC)C(=O)c1c(Cl)nc(C)c([N+](=O)[O-])c1C	-8	0	13	1	-3	-1	14	6	1.2
35	CCOC(=O)N1CCN(C(=O)CSc2nnc(Cn3c(=O)sc4ccccc43)n2C)CC1	1	-4	11	0	-1	-6	-6	5	7.3
36	COc1ccc(-c2nnn(Cc3nc(N)nc(N4CCCCC4)n3)n2)cc1	2	-1	-12	-3	4	-42	-15	24	1.8
37	Cc1ccc(NC(=O)CN(c2ccc3c(c2)OCO3)S(=O)(=O)c2c(C)n[nH]c2C)cc1	5	1	7[fluorescence artefact?]	29	-4	29	-4	12	0.4
38	C=CCSc1nc(N)c(C#N)c(-c2ccccc2)c1C#N	5[fluorescence artefact?]	14	2[fluorescence artefact?]	0	2	8	7	8	-0.1
39	CCc1nc(SCC(=O)N2c3ccccc3Sc3ccccc32)c2ccccc2n1	3	-7	3	9	9	19	-31	5	4.8
40	Cn1c(=O)c2[nH]c(Nc3ccccc3)nc2n(C)c1=O	-1	-3	2	-1	38	10	1	33	0.4
41	COc1ccc(-c2ccc([C@H]3[C@H]4C=CC[C@@H](C)[C@@H]4C(=O)N3Cc3ccccc3)c(F)c2)cc1OC	1	-7	0	17	-7	22	-8	12	2.9
42	O=C(C1=C[C@H](c2ccc(Br)cc2)C[C@H](OCc2ccc(CO)cc2)O1)N1CCN(Cc2ccc3c(c2)OCO3)CC1	-4	-13	-7	0	-9	-14	-1	10	1.7
43	O=C(CN1CCOCC1)Nc1cccc(S(=O)(=O)N2CCCCCC2)c1	1	-7	-3	11	1	12	-13	6	0.7
44	CCOc1ccccc1NC(=O)Cn1c(=O)n(CCC(=O)NC2CCCC2)c(=O)c2ccccc21	-7	-1	4	0	-10	-6	6	11	0.6
45	Cc1ccc(S(=O)(=O)NC(CCc2ccccc2)CC(=O)C(C)(C)C)cc1 (stereo not given)	2	0	3	-1	0	42	14	5	3.5

# An excerpt of these results, with values under each structure:
# Values run as follows: eIF4E 4G PPI, Tb hexokinase, 14-3-3 Bad inh, Hck-Nef inh, Rad51 HR inh, EP2 modulator, m-calpain inh, PGE2 EP2 inh, L929 necroptosis
40) Cn1c(=O)c2[nH]c(Nc3ccccc3)nc2n(C)c1=O
  -1, -3, 2, -1, 38, 10, 1, 33, 0.4
39) CCc1nc(SCC(=O)N2c3ccccc3Sc3ccccc32)c2ccccc2n1
  3, -7, 3, 9, 9, 19, -31, 5, 4.8
45) Cc1ccc(S(=O)(=O)NC(CCc2ccccc2)CC(=O)C(C)(C)C)cc1 (stereo not given)
  2, 0, 3, -1, 0, 42, 14, 5, 3.5

# (next part)
no.	Compound	eIF4E 4G PPI	Tb hexokinase	14-3-3 Bad inh	Hck-Nef inh	Rad51 HR inh	EP2 modulator	m-calpain inh	PGE2 EP2 inh	L929 necroptosis
46	O=C(NN1C(=O)c2ccccc2NC1c1ccc([N+](=O)[O-])o1)c1ccccc1 (stereo not given)	2	-20	2	4	0	40	-10	6	0.7
47	Cc1ccccc1C(=O)OC1OC(=O)C(Cl)=C1Nc1ccc(C(=O)O)cc1 (stereo not given)	0	2	4	19	3	29	-14	3	0.4
48	O=C(c1ccco1)N(CCCN1CCOCC1)c1nc(-c2ccc(Cl)cc2)cs1	6	-11	8	4	4	45	-97	0	-0.2
49	COC(=O)c1ccnc(SCC(=O)c2ccccc2)c1	2[fluorescence artefact?]	-10	3[fluorescence artefact?]	-10	·	14	8	16	0.3
50	O=C1/C(=C/c2cccs2)SC(=S)N1C1CCS(=O)(=O)C1 (stereo not given)	4	-8	-3	3	-35	-65	20	10	0.6
51	NC(=O)CN1N=C(c2cc(Cl)sc2Cl)CSC1=O	-5	3	2	8	2	-3	-7	5	-0.1
52	O=C(Cc1ccccc1)Nc1nc2ccccc2s1	3	9	1[fluorescence artefact?]	7	-2	3	-3	6	0.9
53	CCn1c2ccccc2c2nnc(SCC(=O)Nc3c(C)n(C)n(-c4ccccc4)c3=O)nc21	3	-13	5	1	-2	22	14	10	-0.1
54	O=C1CCCCC1C(O)c1ccc(Cl)cc1 (stereo not given)	2	5	1	16	-6	-28	-1	13	2.4
55	COc1ccc(C(=O)N2CCCC(CCC(=O)NCc3ccc(F)c(F)c3)C2)cc1F (stereo not given)	2	-15	-8	16	·	7	6	5	0.7
56	CSc1nn2c(C(F)(F)F)cc(C(F)(F)F)nc2c1C(N)=O	3	-8	9	-10	-12	12	15	13	0.4
57	CCOC(=O)C1C(C(=O)Nc2cccc(C(F)(F)F)c2)C1C(=O)NC(C)C (stereo not given)	5	6	-1	9	-3	-19	18	4	-3.1
58	Cc1noc(C)c1S(=O)(=O)Nc1cc(C(F)(F)F)ccc1N1CCOCC1	-1	-5	-5	3	-8	-1	-8	15	1.6
59	Cc1cccc(-n2nc3c(c2NC(=O)c2ccc(Br)o2)CSC3)c1C	-7	37	0	2	5	28	7	7	0.2

# The list is partial (hit frequency here may not be typical).
